High-throughput results (PubChem)
INS promoter inh = TRM-6 insulin promoter activity inhibition; TRM-6 cells (human fetal islet line), insulin promoter-eGFP reporter, imaging; reporter expression induced with tamoxifen; inhibition, % at 2 µM; 0.9% of 130,000 active;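 active = inhibition above the mean plus 3 SD, with well images judged a real hit on visual review, cut at about 60% in these data, passing the limit was not always enough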
SDO1 yeast rescue = sdo1-depleted yeast growth rescue; z-score at 10 µM; AID 817; 0.21% of 140,000 active; S. cerevisiae sdo1-depleted JHY4D growth rescue, OD600 30 h; hits give high values; pdr5 snq2 efflux-pump mutant strain;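 active = z-score above 3 at both the 24 hr and the 30 hr optical density reads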;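 note: z-score against mean and SD of all compound wells on the same plate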
SDO1 yeast rescue Rescue 24 h = further read-out of SDO1 yeast rescue, marked with its call; z-score; S. cerevisiae sdo1-depleted JHY4D growth rescue, OD600; measured here: growth rescue at 24 h;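 0 is the plate mean of compound wells and units are plate SD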
* = called active by the depositor; x = not tested or not shown; [ ] = another dose, or the depositor's remark.

SMILES	INS promoter inh	SDO1 yeast rescue	SDO1 yeast rescue Rescue 24 h
N#Cc1ccsc1NC(=O)CN1CCCCC1	44.8	0.32	0.02
CCN1C(=O)c2cccc3c(S(=O)(=O)Nc4ccc(OC)cc4OC)ccc1c23	x	-0.72	-0.33
Cc1cc(NC(=O)CSc2nc3ccsc3c(=O)n2Cc2ccccn2)n[nH]1	-78.6	0.71	1.53
COc1ccc(NC(=O)Cn2c(=O)n(-c3ccccc3)c(=O)c3oc4ccccc4c32)c(OC)c1	-28.0	0.72	0.9
Cc1cc(NC(=O)CSc2nnc(CNc3cccc(C(F)(F)F)c3)n2Cc2ccco2)no1	x	-0.63	0.71
COc1cccc(C(=O)Oc2cc(N)n(S(=O)(=O)c3ccc(C)cc3)n2)c1OC	x	-0.34	-1.37
O=C1CN(/N=C/c2ccc([N+](=O)[O-])o2)C(=O)N1	-19.1	0.29	-0.22
c1ccc2c(c1)CCCn1nnnc1-2	6.2	0.25	0.28
CCCCSc1[nH]c(=O)c(C(=O)OCC)cc1C#N	-6.2	-0.19	-0.51
CCCCOc1ccc(C(=O)Nn2c(-c3cccs3)nc3ccccc3c2=O)cc1	-10.0	-0.07	0.92
CC(=O)c1ccc(N2CCN(C(=O)c3ccc4nc[nH]c4c3)CC2)cc1	42.9	0.78	0.31
COc1ccc(Cc2nc(-c3cccs3)no2)cc1	42.1	x	x
O=C(N/N=C/c1cccc([N+](=O)[O-])c1)C1CC(=O)N(c2ccc(F)cc2)C1 (stereo not drawn)	x	-0.83	-0.96
O=C(NC1CCN(C(=O)Nc2cccc(F)c2)CC1)C1CCCCC1	x	-0.01	-0.28
Cc1ccc(S(=O)(=O)N2CCN(C(=O)COc3ccc(-c4nnco4)cc3)CC2)cc1	-78.6	-0.27	-0.6
O=C(c1nc2ccccc2s1)N1CCSCC1	-31.6	-0.14	-0.43
Cn1cc(S(=O)(=O)CC(=O)N2CCc3ccccc32)c2ccccc21	x	-0.03	-0.07
COc1cccc(-n2c(Cc3cc(=O)[nH]c(=O)[nH]3)nnc2SCC(=O)NC2CCCC2)c1	x	0.83	0.68
COC(=O)Nc1sc2c(c1C(=O)N1CCOCC1)CCC(C)C2 (stereo not drawn)	-25.0	0.06	-0.99
O=C(O)c1ccc(CN2C(=O)c3ccccc3S2(=O)=O)cc1	4.0	0.25	-1.31
COc1ccc(C2CC(c3ccccc3)=NN2c2ccc(/C=N/NC(=O)c3ccncc3)cc2)cc1 (stereo not drawn)	34.8	-1.28	-0.03
Cc1ccc2c(c1)C=CC(C)(C)S2(=O)=O	3.3	1.9	0.77
Cc1cc(NC(=S)NC(=O)c2ccccc2)ccc1-c1cc2ccccc2oc1=O	-25.9	2.66	2.72
COc1ccc(-c2[nH]ncc2CN2CCC(N3CCSCC3)CC2)cc1F	-20.0	x	x
O=C(O)c1ccccc1NS(=O)(=O)c1cccc2cccnc12	-18.8	0.23	-0.3
CCc1ccc(NC(=O)CC2C(=O)NCCN2C(=S)Nc2ccccc2)cc1 (stereo not drawn)	-10.0	0.72	0.35
CCCCOCCCNC(=O)c1ccc([N+](=O)[O-])c(C)c1	-6.7	1.02	-0.1
CN(C)S(=O)(=O)c1cccc(NC(=O)c2cc3ccccc3o2)c1	-24.3	-0.22	-0.32
CCCS(=O)(=O)N1CCN(Cc2ccco2)CC1	38.7	0.19	-0.21
CCN(CC)c1ccc(NC(=O)COC(=O)CCC(=O)c2ccc(F)cc2)cc1	-8.1	-0.71	-0.49
CCCCn1nc2cc(C(=O)NCc3cc(C(F)(F)F)cc(C(F)(F)F)c3)ccc2c1OCC	9.1	0.39	-0.16
CN(C)c1ccc(N/C=C/C(=O)c2ccccc2)cc1	-12.9	0.96	0.39
O=C(O)Cn1c(SCc2ccccc2)nc2ccccc21	9.4	0.55	-0.18
O=C(NCc1cccnc1)c1cc(-c2cccs2)on1	20.0	0.35	0.31
Cc1c(NC(=O)CN2C(=O)c3cccc4cccc2c34)c(=O)n(-c2ccccc2)n1C	10.0	0.27	-0.51
Cc1ccc(-c2cc(C(=O)OCC(=O)Nc3cc(C)on3)c3ccccc3n2)c(C)c1	-30.8	-1.51	-0.71
CCC(C)(C)n1nnnc1C(c1ccncc1)N1CCC(C)CC1 (stereo not drawn)	-381.2	-0.7	-1.02
COc1ccc(S(=O)(=O)n2nc(OC(=O)c3ccccc3)cc2N)cc1	x	0.25	-0.23
CCOC(=O)C1=C(C)N(C)C(=O)NC1c1c(C)nn(-c2ccccc2)c1C (stereo not drawn)	-4.3	2.06	2.56
CC(=O)Nc1ccc(NC(=O)c2cccc(C(=O)OC(C)C)n2)cc1	50.0	-0.53	0.45
CN(Cc1ccc(O)cc1)C1CCCCC1	92.3*	-0.31	-1.22
Cc1ccc(S(=O)(=O)N2c3cc(C)ccc3OCC2C(C)(C)C)cc1 (stereo not drawn)	x	-1.05	-0.46
Cn1c(C(=O)c2ccccc2[N+](=O)[O-])nc2ccccc21	80.0*	x	x
Nc1nnc(SCCOc2cccc(Br)c2)s1	-52.8	-0.18	0.09
CCOC(=O)c1c(-c2ccccc2)oc2ccc(OC(C)=O)cc12	37.8	-0.87	-0.3
Cc1cc(-n2c(C)cc(C(=O)COC(=O)CN=C3NS(=O)(=O)c4ccccc43)c2C)no1	-104.0	0.87	0.54
COc1ccc2c(c1)C(=O)N(c1ccc(C)cc1C)C(=O)C2	38.5	-0.19	-0.55
O=C(CCCOc1ccc(Cl)cc1)NCC1CCCO1 (stereo not drawn)	2.9	0.83	0.45
CC1CC(C)CN(CCCOc2ccccc2[N+](=O)[O-])C1 (stereo not drawn)	6.7	0.11	1.04
COC(=O)c1c(NC(=O)C2COc3ccccc3O2)sc2c1CCN(Cc1ccccc1)C2 (stereo not drawn)	x	-0.35	0.01
CCCNc1nc(Nc2ccc(C)cc2)nc(N2CCCC2)n1	34.8	-1.34	-0.4
CC(C)CN(C(=O)COC(=O)Cc1c[nH]c2ccccc12)C1CCS(=O)(=O)C1 (stereo not drawn)	x	-0.47	-0.28
Cc1cc(NS(=O)(=O)c2ccc(NC(=O)c3oc4ccccc4c3C)cc2)no1	78.6*	0.32	0.66
COc1ccc(C2C(C(=O)c3ccco3)=C(O)C(=O)N2CCOCCO)cc1OC (stereo not drawn)	15.4	1.62	0.07
CC(NC(=O)C(CC(=O)OC(C)(C)C)NC(=O)OC(C)(C)C)C(N)=O (stereo not drawn)	x	1.25	2.09
CCCCCCc1cc2cc(C(=O)Nc3ccc(OC)cc3)c(=O)oc2cc1O	20.0	-0.39	0.4
O=C(O)c1ccccc1C(=O)N1N=C2/C(=C/c3cccc([N+](=O)[O-])c3)CCCC2C1c1cccc([N+](=O)[O-])c1 (stereo not drawn)	18.2	x	x
Fc1cccc(F)c1CN1CCN(c2ncccn2)CC1	9.1	-0.62	-0.42
COc1ccc(Cl)cc1NC(=O)CN1CCC(n2nnc3cc(F)ccc32)CC1	37.1	-1.17	0.31
CCOC(=O)c1ccc(NC(=O)C(=O)NCc2ccc(/C=C(/C#N)C(=O)NCCOC)o2)cc1	7.1	x	x
More records.
SMILES	INS promoter inh	SDO1 yeast rescue	SDO1 yeast rescue Rescue 24 h
CS(=O)(=O)N(CC(=O)N1CCN(c2ccccc2)CC1)c1cccc(Br)c1	x	0.08	-0.76
COC(=O)c1ccc(NC(CC(C)C)C(=O)OC)c([N+](=O)[O-])c1 (stereo not drawn)	13.5	0.89	0.83
O=C(Nc1nncs1)c1cccc(S(=O)(=O)N2CCCCC2)c1	37.5	0.21	-0.29
COC(=O)C1=NN(C(=O)c2cccc(Cl)c2)C(O)(C(C)(C)C)C1 (stereo not drawn)	0.0	-0.82	-1.39
CCOC(=O)CSc1nnc(NCC(=O)OC(C)C)c(=O)[nH]1	-117.2	1	0.96
FC(F)(F)c1cccc(Cn2nnnc2-c2cc(Cl)cc(Cl)c2)c1	x	-1.84	-0.95
CC(C)C(NC(=O)c1ccc(C(C)(C)C)cc1)C(=O)OCC(=O)NC(=O)Cc1ccccc1 (stereo not drawn)	55.3	-0.13	-0.03
CCS(=O)(=O)N1CCCC(C(=O)NCCCOC)C1 (stereo not drawn)	-48.4	-0.58	-1.37
COc1ccc(S(=O)(=O)N(CC(=O)Nc2ccc3c(c2)OCO3)c2ccccc2OC)cc1	46.1	-0.89	-0.74
CCOCCCn1cnc2c([nH]c3cc(OC)ccc32)c1=O	-33.3	0.18	-1.01
CCCCc1ccc(NC(=S)NCc2cccnc2)cc1	-3.5	-0.52	-0.35
COc1cccc(NC(=O)NCCCSC2CCCCC2)c1	-28.6	-1.12	-1.25
Nc1nnc(N2CCCCCC2)s1	0.0	-0.01[21.7 µM]	-0.76
Cc1cc(C)c(NC(=O)c2cc(=O)c3ccccc3o2)c(C)c1	-73.3	0.49	1.14
O=C1CC(N2CCN(c3ccc(F)cc3)CC2)C(=O)N1c1ccccc1 (stereo not drawn)	-58.1	x	x
COc1ccc(COc2cc(-c3cccc(OC)c3)nc3ccc(NC(=O)c4ccc(C)cc4)cc23)cc1	0.0	-0.75	0.12
O=C1NC2(CCCCC2)C(=O)N1Cc1cc(=O)n2ccsc2n1	8.3	x	x
COc1cc(NC(=O)N[C@@H](Cc2ccccc2)C(=O)O)cc(OC)c1	50.0	1.07	-0.49
COC(=O)c1nc2n(n1)C(c1ccccc1OC)C1=C(CCCC1=O)N2 (stereo not drawn)	x	0.59	-0.02
Cc1ccc(-c2ccc(=O)n(CC(=O)NCc3ccco3)n2)cc1	-3.6	0.61	-0.75
COc1ccc(-c2csc(N3C(=N)SCC3=O)n2)cc1	19.5	-0.61	0.08
O=C(/C=C/c1ccc(Cl)cc1)NCc1ccco1	-26.9	-0.87	-0.27
CCOc1ccc(C(=O)O/N=C(\N)c2ccc([N+](=O)[O-])cc2)cc1OCC	x	-0.83	-1.23
O=C(Cn1nnc(-c2ccccc2)n1)N/N=C/c1cc([N+](=O)[O-])c(Cl)cc1Cl	0.0	-0.11	0.62
C[n+]1ccccc1C1CCCC/C1=N\Nc1ccc([N+](=O)[O-])cc1[N+](=O)[O-] (stereo not drawn)	x	0.96	0.55
Cc1ccc(S(=O)(=O)/N=C(\c2ccc(Cl)cc2)N2CCOCC2)cc1	34.5	0.43	0.32
CCCCNC(=O)CSc1nc2ccc(NC(=O)CSc3nnc(N)s3)cc2s1	-2.9	0.08	-0.52
COc1ccc(-c2cc(C(F)(F)F)nc(S(=O)(=O)CCCC(=O)Nc3cccnc3Cl)n2)cc1OC	26.7	x	x
CCn1cc(/C=C2\SC(=O)N(CC(=O)Nc3ccc4c(c3)OCO4)C2=O)c2ccccc21	-38.5	0.14	0.24
O=C(CSc1nnc(C2CC2)n1-c1ccccc1)NCc1ccco1	18.8	2.15	1.86

An excerpt from above, limited to INS promoter inh and SDO1 yeast rescue.
SMILES | INS promoter inh | SDO1 yeast rescue
Cc1ccc(-c2ccc(=O)n(CC(=O)NCc3ccco3)n2)cc1 | -3.6 | 0.61
COc1ccc(-c2csc(N3C(=N)SCC3=O)n2)cc1 | 19.5 | -0.61

Further structures follow:
SMILES	INS promoter inh	SDO1 yeast rescue	SDO1 yeast rescue Rescue 24 h
C=CCc1cccc(/C=N/NC(=O)CNc2cccc3ccccc23)c1O	6.7	-0.48	0.75
CS(=O)(=O)N1CCC(C(=O)c2cccc(Cl)c2)CC1	x	0.13	-0.26
COc1cc2c(cc1OC)C1=C(C#N)CCC(=O)N1CC2	-8.3	0.01	-0.21
O=C(Nc1nc(-c2cccc3ccccc23)cs1)c1cnccn1	-21.1	-1.34	-1.36
O=S(=O)(NCc1ccc(F)cc1)c1ccc2c(c1)OCCO2	x	-1.79	-1.51
Cc1ccc(N2C(=O)[C@@H]3[C@H](C2=O)[C@H]2C=C(C(=O)c4ccccc4)C=CN2[C@@H]3C(=O)c2ccc(Cl)cc2)cc1	19.4	-0.79	-0.76
S=c1[nH]c(-c2ccccc2)cn1/N=C/c1ccc(Br)cc1	21.4	x	x
Cc1ccc2c(c1)sc[n+]2Cc1ccccc1	60.7	-0.64	0.06
CCn1nnnc1SCC(=O)NCc1ccco1	0.0	-0.79	-1.62
CCCCC(c1nnnn1CC1CCCO1)N1CCN(c2cc(Cl)ccc2C)CC1 (stereo not drawn)	x	-1.02	-0.45
COc1ccc([N+](=O)[O-])cc1N(CC1CO1)S(=O)(=O)c1ccc(C)cc1 (stereo not drawn)	20.0	x	x
CC1(C)CCCN(C(=O)c2ccc3c(c2NCCO)C(=O)c2ccccc2C3=O)C1	16.7	-1.2	-0.33
COc1ccc(N(C)S(=O)(=O)c2cccc(C(=O)NCC3CCCCC3)c2)cc1	-135.7	x	x

For convenience, 5 of the compounds above.
SMILES	INS promoter inh	SDO1 yeast rescue	SDO1 yeast rescue Rescue 24 h
S=c1[nH]c(-c2ccccc2)cn1/N=C/c1ccc(Br)cc1	21.4	x	x
Cc1ccc2c(c1)sc[n+]2Cc1ccccc1	60.7	-0.64	0.06
CCn1nnnc1SCC(=O)NCc1ccco1	0.0	-0.79	-1.62
CCCCC(c1nnnn1CC1CCCO1)N1CCN(c2cc(Cl)ccc2C)CC1 (stereo not drawn)	x	-1.02	-0.45
COc1ccc([N+](=O)[O-])cc1N(CC1CO1)S(=O)(=O)c1ccc(C)cc1 (stereo not drawn)	20.0	x	x

Ordered by the number under SDO1 yeast rescue (lowest first): some entries from above
molecule | SDO1 yeast rescue
O=S(=O)(NCc1ccc(F)cc1)c1ccc2c(c1)OCCO2 | -1.79
O=C(Nc1nc(-c2cccc3ccccc23)cs1)c1cnccn1 | -1.34
CCCCC(c1nnnn1CC1CCCO1)N1CCN(c2cc(Cl)ccc2C)CC1 (stereo not drawn) | -1.02
CCn1nnnc1SCC(=O)NCc1ccco1 | -0.79
CS(=O)(=O)N1CCC(C(=O)c2cccc(Cl)c2)CC1 | 0.13

The list is partial, so the mix of outcomes need not match the whole.
